WRN helicase inh – inhibitors of human WRN helicase. Q14191. Potency, µM (highest dose often 114 µM), for the others: at the highest dose activity change, negative = inhibition, actives largely listed as inhibitors. WRN helicase unwinding, fluorescent forked duplex, kinetic. 360,000 compounds, 0.46% hits; further: potency means the concentration at half of the fitted maximal effect; on the % scale 0 is the no-effect control and ±100 the full control effect; nearly all actives have a fitted effect of over 55% in size
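Screening of the MLSMR collection measured strand separation of a quenched forked DNA duplex (100 nM) by 20 nM WRN with 2 mM ATP, all final. Compounds were preincubated with enzyme 15 min at room temperature.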
PLK1 PBD inh – inhibitors of human PLK1 polo-box domain binding; P53350; Plk1 PBD binding of FITC phosphopeptide, fluorescence polarization; Potency, µM, inactives show max response, negative = inhibition, most hits filed as inhibitors; 360,000 compounds, 2.8% hits; further: potency means the concentration at half of the fitted maximal effect; series mostly up to about 57 µM; on the % scale 0 is the no-effect control and ±100 the full control effect; nearly all actives have a fitted effect of over 65% in size
Target sequence (P53350 whole entry, looked up, the tested form may be a part): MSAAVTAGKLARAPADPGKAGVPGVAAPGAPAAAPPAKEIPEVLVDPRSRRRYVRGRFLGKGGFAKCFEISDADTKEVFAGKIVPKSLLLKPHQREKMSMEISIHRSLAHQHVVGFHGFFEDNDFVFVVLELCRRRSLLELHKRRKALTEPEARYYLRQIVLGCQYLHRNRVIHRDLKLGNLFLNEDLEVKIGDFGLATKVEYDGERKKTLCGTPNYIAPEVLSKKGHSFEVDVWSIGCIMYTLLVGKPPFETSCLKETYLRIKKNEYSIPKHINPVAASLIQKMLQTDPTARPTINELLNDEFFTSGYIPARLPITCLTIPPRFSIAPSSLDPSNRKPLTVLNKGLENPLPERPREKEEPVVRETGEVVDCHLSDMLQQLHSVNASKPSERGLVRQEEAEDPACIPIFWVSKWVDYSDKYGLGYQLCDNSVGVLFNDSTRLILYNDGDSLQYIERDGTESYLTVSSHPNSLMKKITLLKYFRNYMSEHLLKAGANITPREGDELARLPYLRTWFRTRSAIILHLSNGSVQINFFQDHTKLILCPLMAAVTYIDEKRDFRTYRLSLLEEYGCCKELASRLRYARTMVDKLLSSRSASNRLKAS
IL2 activator – activators of IL-2 | IL-2 activation reporter assay, cell-based qHTS; stimulated with anti-CD3/CD4/CD28 beads; in transgenic mouse T cells | activation, % (series mostly up to about 46 µM) | 360,000 compounds, 0.065% hits; in the data active means activation above about 50%; inconclusive means mostly about 30% to 49%; further: 0% is about no effect
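Screening format: compound pinned onto unstimulated transgenic mouse T cells, 60 min incubation, then anti-CD3/anti-CD4/anti-CD28 bead stimulation for 18 hours at 37 degrees C, followed by EGFP and DsRed detection.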
GLP-1R inv ag – acts as inverse agonist at human GLP-1 receptor; P43220; HEK293 GLP-1R CRE-luciferase, luminescence, 24 h; GLP-1R form is constitutively active; Potency, µM (doses to about 38.3 µM), for inactives: at the top dose activity change, negative = inhibition, hits mostly inhibitors; 410,000 compounds, 1.6% hits; further: potency means the concentration at half of the fitted maximal effect; on the % scale 0 is the no-effect control and ±100 the full control effect; nearly all actives have a fitted effect of over 55% in size
Target sequence (P43220 whole entry, looked up): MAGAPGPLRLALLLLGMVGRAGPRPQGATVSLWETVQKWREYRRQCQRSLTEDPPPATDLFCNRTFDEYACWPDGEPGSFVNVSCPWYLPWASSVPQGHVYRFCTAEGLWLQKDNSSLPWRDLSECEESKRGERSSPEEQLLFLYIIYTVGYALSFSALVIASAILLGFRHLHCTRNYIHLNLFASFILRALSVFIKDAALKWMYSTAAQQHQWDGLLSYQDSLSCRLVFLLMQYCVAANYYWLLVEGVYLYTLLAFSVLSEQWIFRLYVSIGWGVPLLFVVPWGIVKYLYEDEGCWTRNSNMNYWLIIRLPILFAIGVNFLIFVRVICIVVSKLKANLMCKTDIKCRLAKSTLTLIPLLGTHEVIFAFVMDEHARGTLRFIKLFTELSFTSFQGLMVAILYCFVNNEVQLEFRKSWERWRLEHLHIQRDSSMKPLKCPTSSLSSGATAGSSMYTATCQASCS
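Using stably transfected HEK293 (constitutively active GLP-1R, cAMP-luciferase reporter), compounds were incubated 24 hr and luciferase measured by luminescence.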
D3 antag – antagonists of human D3 dopamine receptor. max response, negative = inhibition, %. AID 652054. P35462. D3R cells, DiscoveRx beta-arrestin luminescence, antagonist mode; hits give low values. 360,000 compounds, 2.5% hits; in the data active means max response below about -50%; inconclusive means no clear call, values can overlap the other calls; further: on the % scale 0 is the no-effect control and ±100 the full control effect; mostly tested at two doses, the higher about 12 µM
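Cells expressing the human receptor were seeded at 1500 cells/well, incubated overnight at 37 degrees C in 5% CO2, then exposed to library compounds with dopamine controls for 90 minutes at 37 degrees C before luminescent detection.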
D3 ag – activates the human D3 dopamine receptor | max activation, % | AID 652048 | P35462 | D3R DiscoveRx beta-arrestin cells, luminescence, 90 min | 410,000 compounds, 0.58% hits; in the data active means max activation above about 30%; further: 0% is about no effect; mostly tested at two doses, the higher about 12 µM
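Agonist mode: compounds and dopamine controls were applied to plated cells for 90 min at 37 degrees C after an overnight attachment at 1500 cells/well. Luminescent read-out followed 30 - 60 minutes at room temperature with DiscoveRx detection reagent.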
PI5P4K alpha inh – blocks human PI5P4K alpha kinase activity. 330,000 compounds, 1.2% hits. PI5P4Kalpha enzyme, ADP-Glo luminescence, 60 min; hits give low values. max response, %; active means max response of -50% or lower; inconclusive means between -30% and -50%; inactive means -30% or higher; further: value at the top dose of about 77 µM; on the % scale 0 is the no-effect control and ±100 the full control effect
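Reactions run in 0.038 M HEPES pH 7.4, 0.28 mM EGTA, 0.1% CHAPS and 5% DMSO, with PI5P4Kalpha, substrate, compound and 5 microM ATP final, one hour at room temperature. Readout is ADP-Glo luminescence.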
GLP-1R agonist – agonists of human GLP-1 receptor | 380,000 compounds, 0.007% hits | P43220 | AID 624172 | HEK293 GLP-1R CRE-luciferase, luminescence, 4-6 h; cells express a hypersensitive GLP-1R form | Potency, µM (highest dose often 45.6 µM), for the others: at the top dose activation, hits mostly activators; further: potency means the concentration at half of the fitted maximal effect; % of control where 0% means no effect
GLP1R cytotox – cytotoxicity counter-screen for GLP-1 receptor inverse agonists | HEK293 cAMP-luciferase reporter cells, luminescence, 24 h | Potency, µM (highest dose often 38.3 µM), inactives show top-dose activity change, negative = inhibition, usual class: inhibitors | 410,000 compounds, 0.13% hits;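 further: loss of luciferase light is scored as toxicity; potency means the concentration at half of the fitted maximal effect; on the % scale 0 is the no-effect control and ±100 the full control effect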
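A 23 nL compound transfer followed 12 hours of cell culture at 37 deg C; exposure then lasted 24 hr. Luciferase assay detection reagent was dispensed and plates read for luminescence after a 12 min room-temperature wait.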
Numbers without * were called inactive; ? = inconclusive; . = not tested or not shown; & = joins results of further samples; [ ] = remark or other dose. Unless noted, the call rests on the fitted dose curve; in most records, active means well fitted curve in the direction sought with a large enough effect; inconclusive means small, poorly fitted or top-dose-only effect, or another doubt; inactive means no such curve, though single readings can be large; an effect the other way counts as inactive or inconclusive.

SMILES	WRN helicase inh	PLK1 PBD inh	IL2 activator	GLP-1R inv ag	D3 antag	D3 ag	PI5P4K alpha inh	GLP-1R agonist	GLP1R cytotox
CSCC[C@H](NC(=O)[C@@H]1Cc2c([nH]c3ccccc23)C2c3ccccc3C(=O)N21)C(=O)NCC1CCCO1 (stereo partly drawn)	4%	-10%	-0.7	-6%	0	-17	-5	-8%	3%
CCSc1nnc(NC(=O)CSC2=NCCS2)s1	-16%	-4%	-1.5	9%	6	-1	2	4%	-5%
CCCCCCCCCCS(=O)(=O)N/N=C/c1ccccc1OC	?	-11%	-2.3	?	0	-2	0	-2%	17%
CCC(=O)c1ccc(OCC(O)CN2CCN(c3cccc(C(F)(F)F)c3)CC2)cc1 (stereo not drawn)	2%	-1%	0.1	?	?	6	18	-2%	-17%
CCOC(=O)c1c(-c2ccccc2)oc2ccc(O)cc12	-12%	-7%	-0.9	?	3	7	18	20%	-5%
O=C(Cc1ccc(NC(=O)C2CCCN(C(=O)CCc3ccccc3)C2)cc1)Nc1ccc(C(=O)N2CCOCC2)cc1 (stereo not drawn)	3%	-9%	0.0	4%	-17	0	0	-2%	0%
Cc1nc(OCc2c(C)noc2C)c2ccccc2n1	1%	-10%	-1.1	5%	4	2	-6	1%	-6%
COc1ccc(C(=O)NCCCNC(=O)c2ccc(C)nc2)cc1	-11%	-5%	-5.0	5%	-14	10	-22	-1%	-23%
CCOC(=O)Cn1nc(C)c(NC(=O)CCc2ccc(OC)cc2)c1C	-25%[57.1 µM]	-7%	-1.0	9%	4	1	1	0%	10%
Cc1cc(/C=C/C(=O)O)c(C)n1-c1ccc(Cl)cc1	15%	-1%	-3.0	-8%	-11	-4	-8	5%	0%
CCOC(=O)C1CCCN(C(=O)C2CCN(S(=O)(=O)c3cccs3)CC2)C1 (stereo not drawn)	-7%	-8%	-2.6	4%	?	-18	.	1%	4%
O=C(Nc1ccccc1)C1=C(O)CC(c2ccco2)CC1=Nc1ccccc1 (stereo not drawn)	-4%	-1%	-0.2	0%	-9	0	-4	-9%	7%
Cc1cccc(CCNC(=O)C2CCN(S(=O)(=O)c3c(C)nn(C)c3C)CC2)c1	-2%	2%	-0.5	3%	12	-2	5	5%	1%
CC(=O)Cn1cnc2c(sc3nc(C)cc(C)c32)c1=O	-9%	-7%	-0.6	0%	7	1	-8	17%	-2%
O=S(=O)(c1ccc(NC(=S)NCc2ccco2)cc1)N1CCCC1	-7%	-13%	-0.1	15%	2	-1	1	1%	73%[activator]
O=C(CN1CCCC1)Nc1c2c(nc3ccccc13)N(Cc1ccccc1)CC2	12%	-9%	-2.6	?	?	-18	.	14%	-27%
CC1(C)CC2CC(C)(CN2S(=O)(=O)c2cccc(C(N)=O)c2)C1 (stereo not drawn)	-8%	-5%	-0.6	-36%	2	2	6	11%	14%
Cn1nc(C(=O)Nc2ccc(S(=O)(=O)N3CCOCC3)cc2)c2ccccc2c1=O	1%	6%	0.1	18%	10	-2	2	-2%	1%
Cc1noc(C)c1C(=O)N1CCC(C(=O)c2ccccc2)CC1	?	-10%	-0.5	-1%	-13	-3	-4	-19%	-6%
CC(=O)N=c1sc2cc(C)ccc2n1C	-4%	-5%	0.0	4%	-13	10	.	2%	-10%
Cc1ccnc(NS(=O)(=O)c2ccc(NS(=O)(=O)Cc3ccccc3)cc2)n1	-26%	-12%	0.9	13%	-18	-8	-3	-2%	0%
O=C(N=C1SC2CS(=O)(=O)CC2N1c1ccc(F)cc1)C1CCCCC1 (stereo not drawn)	0%	-7%	0.6	14%	13	1	1	-1%	1%
COc1cc(OC)cc(C2=Cc3ccccc3C(CC(=O)c3ccco3)N2c2ccc(-c3cnc(OC)nc3)cc2)c1 (stereo not drawn)	-5%	0%	-0.4	15%	41	5	-1	2%	4%
Cc1[nH]c2ccccc2c1C1=NNC(=Nc2ccc(F)cc2)SC1	-7%	-18%	1.1	11µM*	-8	11	-26	-2%	?
Cc1cccc([C@@H]2[C@@H]3C(=O)N(Cc4ccccc4)C(=O)[C@@H]3[C@]3(Cc4ccccc4)C(=O)N(c4cccc(F)c4)C(=O)N23)c1	10%	-2%	0.9	-14%	-13	29	-8	-1%	-1%

Whole records from above. Order of screens: WRN helicase inh	PLK1 PBD inh	IL2 activator	GLP-1R inv ag	D3 antag	D3 ag	PI5P4K alpha inh	GLP-1R agonist	GLP1R cytotox
Listed for `Cc1nc(OCc2c(C)noc2C)c2ccccc2n1` : 1%	-10%	-1.1	5%	4	2	-6	1%	-6%
Listed for `O=C(Cc1ccc(NC(=O)C2CCCN(C(=O)CCc3ccccc3)C2)cc1)Nc1ccc(C(=O)N2CCOCC2)cc1` (stereo not drawn) : 3%	-9%	0.0	4%	-17	0	0	-2%	0%
Listed for `COc1ccc(C(=O)NCCCNC(=O)c2ccc(C)nc2)cc1` : -11%	-5%	-5.0	5%	-14	10	-22	-1%	-23%
Listed for `COc1cc(OC)cc(C2=Cc3ccccc3C(CC(=O)c3ccco3)N2c2ccc(-c3cnc(OC)nc3)cc2)c1` (stereo not drawn) : -5%	0%	-0.4	15%	41	5	-1	2%	4%

The listing picks up with the 2 entries that preceded the break.
SMILES	WRN helicase inh	PLK1 PBD inh	IL2 activator	GLP-1R inv ag	D3 antag	D3 ag	PI5P4K alpha inh	GLP-1R agonist	GLP1R cytotox
Cc1[nH]c2ccccc2c1C1=NNC(=Nc2ccc(F)cc2)SC1	-7%	-18%	1.1	11µM*	-8	11	-26	-2%	?
Cc1cccc([C@@H]2[C@@H]3C(=O)N(Cc4ccccc4)C(=O)[C@@H]3[C@]3(Cc4ccccc4)C(=O)N(c4cccc(F)c4)C(=O)N23)c1	10%	-2%	0.9	-14%	-13	29	-8	-1%	-1%
COc1ccccc1C(=O)COC(=O)c1cccc(-n2cnnn2)c1	6%	2%	1.0	30%	32	1	-5	16%	0%
O=c1[nH]c2cc(F)ccc2c2ccc(F)cc12	-15%	1%	-1.0	8%	4	1	-28	11%	-1%
COc1ccc(Cl)cc1NC(=O)CN(C1CCCCC1)S(C)(=O)=O	4%	30µM*	-2.7	?	-15	0	-8	0%	-12%
CCCOc1ccc(NC2=CC(=O)CC(C)(C)C2)cc1	-8%	2%	-0.9	23%	-20	5	.	-3%	6%
CCn1cc(CNC(=O)c2c(-c3c(Cl)cccc3Cl)noc2C)c(C)n1	-34%[57.1 µM]	-2%	-0.7	0%	5	1	0	3%	8%[1.53 µM]
C/C(CC(=O)Nc1ccc(Cl)c(C(F)(F)F)c1)=N\NC(=O)c1ccccc1O	-34%	-5%	1.4	?	36	3	?	-35%[inhibitor]	-28%
Cc1cc(C)c(C)c(S(=O)(=O)N(C)C2CCN(C)CC2)c1C	9%[57.1 µM]	-6%	-0.4	?	-77*	-19	4	16%	17%
CN(Cc1ccccc1)C(=O)COC(=O)c1cc(=O)c2ccccc2o1	-17%	3%	-0.7	-1%	18	-4	6	-5%	0%
O=C(COc1ccc(Cl)cc1Cl)NCCN1CCCC1	-5%	-2%	2.5	?	-28	-4	0	3%	-13%
Cc1ccc(S(=O)(=O)N2CCN(C(=O)CSc3nncs3)CC2)cc1	1%	-14%	0.4	-2%	-9	-5	1	12%	0%
CC(=O)Nc1ccc(N=Cc2c(O)ccc3ccccc23)cc1	-15%	42%[activator]	-2.3	8%	11	3	-6	11%	-4%
O=C(Oc1ccccc1)c1c(Cl)cccc1P(=O)(O)O	7%	-2%	0.1	11%	?	2	1	1%	2%
CCOC(=O)C1=CCN(S(=O)(=O)c2ccccc2)C1c1ccc(C)cc1 (stereo not drawn)	-9%	-8%	-0.9	-18%	8	-2	2	-7%	-3%
COC(=O)c1cc(NC(=S)N2CCN(C(=O)C3CCCO3)CC2)cc(C(=O)OC)c1 (stereo not drawn)	4%	-12%	-0.2	4%	-3	0	11	-2%	-5%
COc1cccc(C2=CC(=O)C(C(C)(C)C)N2C(C)(C)C)c1 (stereo not drawn)	-10%	-1%	0.0	?	-24	6	2	4%	2%
CC1(C)Cc2c(cnn2-c2cccc(F)c2)C(NC(=O)CSc2ccncc2)C1 (stereo not drawn)	-24%	-8%	-0.6	?	-17	-1	-2	-4%	19%
Cc1[nH]c(C)c(S(=O)(=O)N2CCN(c3cccc(Cl)c3)CC2)c1C(=O)N1CCCC1	-12%	-1%	-1.6	-24%	?	-19	1	-2%	-2%
O=C(c1ccc(S(=O)(=O)Cc2cc(F)ccc2F)c([N+](=O)[O-])c1)N1CCOCC1	-9%	27µM*	-1.5	?	-11	4	-3	-2%	-36%
Clc1cncc(Cl)c1N/N=C/c1ccccc1	3%	1%	-2.9	?	-27	-6	3	-1%	8%
COCCOC(=O)C1=C(C)Nc2nc(C)nn2C1c1ccc(F)cc1 (stereo not drawn)	10%&5%	-12%&-3%	0.3&-0.7	21%&22%	-4&-6	5&1	3&-3	4%&4%	-6%&-6%
CCCCn1c(SCC(=O)N2c3ccccc3Sc3ccccc32)nc2c1c(=O)n(C)c(=O)n2C	-9%	-5%	-0.6	11µM*	?	1	7	3%	-30%
Cc1ccc(C2/C(=C(\O)c3c(C)nc4ccccn34)C(=O)C(=O)N2CCN(C)C)o1 (stereo not drawn)	?	?	1.9	-10%	11	43*	4	-9%	-1%
COC(=O)c1nn(-c2ccc(F)cc2)ccc1=O	1%	-3%	0.6	7%	-6	19	1	4%	0%
C[C@]12C(=O)N(c3ccc(Cl)cc3)C(=O)N1[C@H]1c3ccccc3OC[C@@H]1[C@H]2c1ccccc1	10%	0%	0.5	?	0	-12	5	-1%	-5%
COc1ccc(N2CCN(C(=O)CCCCn3c(=O)[nH]c4ccsc4c3=O)CC2)cc1	1%	8%	0.3	3%&10%	4	13&-5	-5	8%&3%	1%&15%

Compounds were not picked by outcome (roughly 7.8% active in at least one column).
